ALDH1A1 block = inhibitors of human aldehyde dehydrogenase 1A1. actives 7.3% (n = 220,000). Potency, µM (series often up to 75.3 µM), without a hit: at the top dose activity, negative = inhibition, hits mostly inhibitors. Purified ALDH1A1, NADH fluorescence, propionaldehyde substrate. AID 1030. P00352; active = well fitted inhibition curve with a large enough effect, not every such curve was filed as active; inconclusive = small, poorly fitted or top-dose-only effect, or another doubt; inactive = no such curve, though single readings can be large or run the other way;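 note: plate controls were no enzyme wells and a reference inhibitor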
Target sequence (P00352 whole entry, looked up): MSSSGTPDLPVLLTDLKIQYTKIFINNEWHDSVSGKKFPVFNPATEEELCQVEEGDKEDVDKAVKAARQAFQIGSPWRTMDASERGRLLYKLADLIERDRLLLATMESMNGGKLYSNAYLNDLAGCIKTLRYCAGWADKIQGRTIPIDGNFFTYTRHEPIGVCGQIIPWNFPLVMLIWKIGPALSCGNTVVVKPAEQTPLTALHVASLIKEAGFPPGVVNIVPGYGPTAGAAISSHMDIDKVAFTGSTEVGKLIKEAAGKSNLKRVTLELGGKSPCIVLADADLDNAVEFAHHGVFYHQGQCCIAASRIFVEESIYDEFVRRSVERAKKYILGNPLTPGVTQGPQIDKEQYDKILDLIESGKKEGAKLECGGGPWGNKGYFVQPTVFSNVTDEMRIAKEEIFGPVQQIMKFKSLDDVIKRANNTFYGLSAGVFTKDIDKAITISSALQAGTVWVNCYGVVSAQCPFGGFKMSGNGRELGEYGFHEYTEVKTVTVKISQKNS
Tau FP inhib = tau fibrillization inhibition (FP); actives 0.39% (n = 280,000); P10636; AID 1468; Potency, µM (doses to about 57.7 µM), without a hit: at the top dose activity, negative = inhibition, hits mostly inhibitors; K18 P301L tau heparin fibrillization, Alexa594 FP, 6 h; note: nearly all actives have a fitted effect of over 55% in size
Target sequence (P10636 561-689 P618L limits assumed): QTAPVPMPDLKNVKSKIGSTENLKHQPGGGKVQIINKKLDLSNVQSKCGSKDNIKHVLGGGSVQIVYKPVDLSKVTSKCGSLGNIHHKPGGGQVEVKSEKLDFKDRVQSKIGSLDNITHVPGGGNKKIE
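Heparin (20 uM) drove fibril formation of recombinant tau K18 P301L, 15 uM unlabeled with 0.24 uM Alexa 594 label, for 6 hr at 37 C in 100 mM sodium acetate pH 7. Fluorescence polarization (555/632 nm) read 1 hr after 30 uM ThT.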
Tau fibril ThT = inhibitors of human tau fibril formation, thioflavin T binding; Potency, µM (series often up to 57.4 µM), without a hit: top-dose activity, negative = inhibition, actives largely listed as inhibitors; P10636; recombinant tau K18 P301L, heparin-induced fibrillization, ThT fluorescence; actives 2.1% (n = 270,000); note: nearly all actives have a fitted effect of over 55% in size
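Fibril formation assay: tau K18 P301L at 15 uM with trace Alexa 594 label, heparin inducer 20 uM, pH 7 sodium acetate buffer, 37 C for 6 hr; endpoint ThT signal.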
L3MBTL1 block = blocks human L3MBTL1; Q9Y468; AlphaScreen L3MBTL1–H3K9me1 peptide binding; Potency, µM (top dose mostly 57.1 µM), for the others: at the highest dose activity, negative = inhibition, most hits filed as inhibitors; actives 0.66% (n = 230,000); AID 485360; note: nearly all actives have a fitted effect of over 60% in size
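Read-out is AlphaScreen signal from streptavidin donor and nickel chelate acceptor beads (10 ug/mL final each) bridging L3MBTL1 (50 nM) and biotinylated K9-monomethylated H3(1-15) peptide (75 nM), after 30 min compound exposure at room temperature.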
TRb-SRC2 inh = TRbeta-SRC2 interaction inhibition | Potency, µM (titrated, usually from 106 µM), inactives show at the top dose activity change, negative = inhibition, usual class: inhibitors | TRbeta-SRC2 peptide binding, fluorescence polarization; receptor liganded with 1 µM T3 | P10828 | actives 0.065% (n = 280,000);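 note: plate controls were bound peptide for no effect and peptide without receptor for full effect; nearly all actives have a fitted effect of over 50% in size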
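Polarization signal, normalized between peptide-alone and full complex controls, measured compound effects on T3-liganded human TRb LBD (0.6 uM) binding 20 nM Texas Red SRC2 peptide after 5 hr.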
TR SRC2 fluor cs = counter-screen for TRb-SRC2 inhibitors: fluorescence interference. TRb/SRC2 Texas Red total fluorescence interference. Potency, µM (highest dose often 106 µM), for the others: top-dose fluorescence change, negative = quenching. actives 0.29% (n = 280,000); active = well fitted curve in either direction with a large enough effect; inconclusive = small, poorly fitted or top-dose-only effect
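Human TRβ ligand-binding domain (0.6 uM) and Texas Red SRC2 peptide (20 nM) in Tris buffer with 1 uM T3 and 5% DMSO were incubated with pinned compound for 5 hr at ambient temperature. Total fluorescence was computed as S + 2P (555/632 nm).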
Tau fluor cs = counter-screen for tau fibril formation inhibitors. tau K18 P301L Alexa594 fluorescence, heparin fibrillization. Potency, µM (highest dose often 57.7 µM), for inactives: at the highest dose activity change, negative = decrease. actives 0.93% (n = 280,000); note: nearly all actives have a fitted effect of over 55% in size
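Human tau K18 P301L (15 uM unlabeled, 0.24 uM Alexa 594-labeled) in 100 mM sodium acetate pH 7 with 20 uM heparin, 6 hr at 37 C. ThT 30 uM added, 1 hr ambient; Alexa 594 FP and total fluorescence read at 555/632 nm.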
GLA spleen mod = inhibitors or activators of human alpha-galactosidase in spleen homogenate | actives 0.008% (n = 240,000) | human spleen homogenate, 4MU-alpha-Gal fluorescence, 40 min | Potency, µM (top dose mostly 80 µM), for inactives: at the top dose activity change, negative = inhibition, hits mostly inhibitors | P06280;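 note: 0% = enzyme with vehicle and -100% = no enzyme basal signal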
Target sequence (P06280 32-429 limits assumed): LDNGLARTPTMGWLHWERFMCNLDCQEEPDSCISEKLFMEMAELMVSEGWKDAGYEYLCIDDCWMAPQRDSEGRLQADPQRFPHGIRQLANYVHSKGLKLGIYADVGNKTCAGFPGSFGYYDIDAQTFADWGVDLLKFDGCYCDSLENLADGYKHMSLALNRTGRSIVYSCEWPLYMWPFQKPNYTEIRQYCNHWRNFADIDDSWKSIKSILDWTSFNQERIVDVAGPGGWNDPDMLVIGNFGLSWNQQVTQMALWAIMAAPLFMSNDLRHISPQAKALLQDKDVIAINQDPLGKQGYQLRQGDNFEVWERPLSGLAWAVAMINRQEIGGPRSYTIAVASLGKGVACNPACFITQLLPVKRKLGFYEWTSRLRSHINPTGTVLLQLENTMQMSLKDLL
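qHTS titration in buffer at pH 5.0. Alpha-galactosidase activity in spleen homogenate was measured via 4-methylumbelliferone release from 1 mM fluorogenic substrate after 40 min at 37C and a pH 10 stop. AC50 came from Hill fits of control-normalized data.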
* = called active by the depositor; ? = inconclusive; nt = no result given; [ ] = dose if it differs, or a comment. Unless noted, calls come from the whole dose curve; as a rule, active = well fitted curve in the direction sought with a large enough effect; inconclusive = small, poorly fitted or top-dose-only effect, or another doubt; inactive = no such curve, though single readings can be large; an effect the other way counts as inactive or inconclusive. Unless noted, % is set by controls: 0 for no effect and ±100 for the full control effect; potency is the fitted concentration of half-maximal effect.

SMILES	ALDH1A1 block	Tau FP inhib	Tau fibril ThT	L3MBTL1 block	TRb-SRC2 inh	TR SRC2 fluor cs	Tau fluor cs	GLA spleen mod
Cn1c(SCc2ccc(F)cc2)nc2ccc(C(=O)NCc3ccccc3)cc21	nt	-5%	14%	nt	3%	-23%	-4%	nt
Cc1c(NC(=O)CC(O)(C(F)(F)F)C(F)(F)F)c(=O)n(-c2ccccc2)n1C	4%	2%	0%	11%[11.4 µM]	-4%	2%	6%	-3%
CC(=O)NCc1ccc(C(=O)CCl)s1	0.14µM*	3%	?	nt	-2%	-3%	-8%	4%
O=C(CSc1nc2ncccc2[nH]1)Nc1ccc2c(c1)OCO2	nt	10%	-6%	5%	1%	1%	-5%	-6%
O=C(NNc1nc2c(F)cccc2s1)C1=COCCO1	10%	5%	-1%	-5%	3%	-2%	3%	-5%
CC(=O)Nc1ccc(N2C(=O)CC(N3CC(C)OC(C)C3)C2=O)cc1 (stereo not given)	7.9µM*	-4%	-2%	0%	5%	-4%	-2%	11%
COc1ccccc1NC(=O)C1CCCN1C(=O)NCc1ccccc1 (stereo not given)	1%	4%	1%	8%	1%	1%	1%	3%
Cc1ccc(-c2n[nH]c(=S)n2/N=C/c2c(C)[nH]n(-c3ccccc3)c2=O)cc1	-10%	1%	?	nt	4%	-2%	-19%	0%
CC(=O)Nc1ccc(C(=O)Nc2cc(C(F)(F)F)ccc2-n2cnc3ccccc32)cc1	?	2%	6%	3%	2%	-2%	4%	-4%
COc1ccc(CN(C(=O)CO/N=C/c2ccccc2)c2ccccc2C(=O)O)cc1	3%	4%	-6%	11%	-3%	-1%	2%	9%
CC(O)Cc1cn([C@@H](CCCCN)C(=O)N2CCNCC2)nn1 (stereo not given in full)	5%	8%	3%	15%	-6%	0%	3%	5%
O=C(/C=C/Nc1cccc(C(F)(F)F)c1)c1ccc(Oc2ncccn2)cc1	?	0%	?	-5%	-3%	-3%	-29%	5%
CCN(CC)CCCNCC(=O)Nc1ccc2c(c1)CCC2	?	5%	-2%	9%	-3%	-2%	2%	8%
CCCCCC(=O)N/N=C(\C)c1ccc(Cl)cc1	?	-4%	-10%	2%	-18%	1%	-16%	1%
COC(=O)c1ccc(NC(=O)c2cc3cc4ccc(OC)c(Cl)c4nc3s2)cc1	nt	2%	?	nt	-11%	-6%	3%	nt
CCc1ccc2oc(-c3cc(NC(=O)c4cc([N+](=O)[O-])ccc4N4CCOCC4)ccc3Cl)nc2c1	nt	-10%	?	nt	8%	-6%	?	nt
O=C(CN1CCN(Cc2ccc(F)cc2)C1=O)NC1CCCC1	-11%	-9%	-5%	nt	3%	-1%	-9%	-2%
CC(C)(C)C(=O)NC1(C(F)(F)F)C(=O)Nc2c1c(=O)[nH]c(=O)n2Cc1ccco1 (stereo not given)	8%	2%	-2%	5%	-13%	-2%	5%	-3%
CCC(=O)NC(=S)Nc1ccccc1OC	-5%	-4%	-9%	1%	-5%	1%	-6%	-2%
Cc1cccc(C(=O)Nc2c(-c3ccccc3)nc3cc(C)ccn23)c1	nt	-5%	-17%	nt	0%	-2%	-21%	nt
COc1ccc(Cl)cc1NC(=O)N1CCC2(CC1)Oc1ccccc1C(=O)N2Cc1ccc(F)cc1	nt	0%	-2%	nt	-3%	-1%	-10%	nt
O=C(/C=C/Nc1ccc(S(=O)(=O)Nc2cnc3ccccc3n2)cc1)c1cccnc1	nt	7%	nt	nt	2%	-4%	?	13%
CCOc1ccc(S(=O)(=O)N(CC(=O)O)c2ccc(C)cc2)cc1	2%	-4%	-11%	9%[11.4 µM]	-7%	-3%	-4%	4%
CC(NC(=O)c1ccccc1)C(c1cccs1)N1CCOCC1 (stereo not given)	-8%	-6%	-12%	8%	11%	1%	-2%	-14%
CC(C)Cn1c(=O)c2ccccc2n2c(-c3cccc(Cl)c3)nnc12	nt	3%	-17%	nt	-7%	-3%	-27%	nt
(further entries)
SMILES	ALDH1A1 block	Tau FP inhib	Tau fibril ThT	L3MBTL1 block	TRb-SRC2 inh	TR SRC2 fluor cs	Tau fluor cs	GLA spleen mod
O=C(COC(=O)/C=C/c1cccc([N+](=O)[O-])c1)NCc1ccc2c(c1)OCO2	8%	-3%	-1%	18%	-1%	-1%	-10%	-1%
COc1cccc(-n2nnc3c(=O)n(Cc4ccccc4Cl)cnc32)c1	10%	?	2%	-25%	-11%	-1%	-17%	6%
c1ccc(C2CC(c3ccccc3)n3ncnc3N2)cc1 (stereo not given)	-3%	-8%	-3%	2%	-4%	2%	0%	6%
COc1ccc(CCNC(=O)c2c(C)oc3ncn(CC(C)C)c(=O)c23)cc1OC	nt	?	-5%	nt	9%	-4%	-13%	nt
CCCOc1ccc(N2C(=O)CC(NNC(=O)c3ccc(COc4ccccc4)o3)C2=O)cc1 (stereo not given)	?	-2%	-17%	2%	7%	3%	-11%	3%
O=C(Nc1ccccc1C(=O)Nc1nnc(C(F)(F)F)s1)c1ccccc1	?	-7%	?	-5%	0%	-1%	?	-9%
O=C(NC1CCCC1)C(c1ccccc1)N(Cc1ccc2c(c1)OCO2)C(=O)Cc1cccs1 (stereo not given)	1%	-1%	-18%	5%	-19%	-1%	-4%	-2%
Cc1ccc(S(=O)(=O)NCC[C@@]2(C)C3CCC2(C)C(=O)C3)cc1 (stereo not given in full)	nt	-5%	-13%	-1%	7%	0%	-17%	0%
Cc1cc(C)c(C#N)c(SCc2ccc(C#N)cc2)n1	18%	-11%	4%	nt	4%	-2%	3%	-1%
Cc1ccc(C(=O)Nc2nnc(S(=O)(=O)N3CCN(c4ccc(F)cc4)CC3)s2)cc1	nt	6%	2.5µM*	nt	0%	-29%	-17%	nt
O=[N+]([O-])c1cc2c(c(CSc3nnc4ccccn34)c1)OCOC2	?	-8%	-4%	6%	-1%	-6%	-8%	-2%
O=S(=O)(/N=C(/Nc1ccc(F)cc1F)c1ccc(Cl)cc1)c1ccccc1	17%	2%	3%	1%	4%	-1%	5%	1%
CCc1cccc2c(C(=S)N3CCOCC3)c[nH]c12	-1%	2%	-6%	-1%	0%	-4%	-9%	-1%
O=C1C(=O)c2c(C(=O)c3ccccc3)coc2-c2ccccc21	?	7.9µM*	2.5µM*	nt	-10%	-5%	?	-17%
N#Cc1c(C(F)(F)F)cc(-c2cccs2)nc1SCC(=O)O	nt	2%	-17%	-1%	4%	-4%	-6%	-2%
CCc1nnc(NC(=O)c2cc(C)nc3ccccc23)s1	2%	-1%	-3%	3%	-1%	1%	0%	-2%
Fc1ccc(Sc2nc(-c3ccccc3)nnc2C(F)(F)F)cc1	2%	-9%	?	0%	-1%	0%	-15%	-5%
COc1ccc(-n2cc(CNCCc3cnc[nH]3)c(-c3cccc(F)c3)n2)cc1	4%	-5%	13%	?	7%	-1%	15%	0%
O=S(=O)(Nc1ccc(-c2nc3cccnc3s2)cc1)c1cc(F)ccc1F	nt	-7%	-9%	10%	4%	-4%	-23%	?
O=S1(=O)CC2SC(=S)N(Cc3ccccc3)C2C1 (stereo not given)	21%	0%	-2%	6%	-2%	-3%	-6%	0%
O=C(O)c1cc(S(=O)(=O)N2CCCCC2)ccc1F	4%	-3%	-2%	-6%	2%	-2%	4%	-16%
O=C(O)c1ccc(CSc2nc(-c3ccc(Cl)cc3)cc(C(F)(F)F)n2)cc1	2%	-2%	-2%	-14%	-3%	-3%	-2%	1%
O=C(CS(=O)(=O)Cc1ccccc1)Nc1nc2ccccc2s1	6%	-1%	-4%	12%[11.4 µM]	10%	-7%	-16%	-11%
Cc1cc(-c2nn(-c3ccccc3F)cc2CN2CCC(C(N)=O)CC2)c(C)s1	2%	-7%	-5%	-6%	-13%	-2%	-9%	8%
NC(=O)NCc1cccc(Cl)c1	12%	-3%	3%	0%	3%	-3%	-3%	2%

A portion of the results above, as a working copy:
SMILES	ALDH1A1 block	Tau FP inhib	Tau fibril ThT	L3MBTL1 block	TRb-SRC2 inh	TR SRC2 fluor cs	Tau fluor cs	GLA spleen mod
O=C(COC(=O)/C=C/c1cccc([N+](=O)[O-])c1)NCc1ccc2c(c1)OCO2	8%	-3%	-1%	18%	-1%	-1%	-10%	-1%
COc1cccc(-n2nnc3c(=O)n(Cc4ccccc4Cl)cnc32)c1	10%	?	2%	-25%	-11%	-1%	-17%	6%
c1ccc(C2CC(c3ccccc3)n3ncnc3N2)cc1 (stereo not given)	-3%	-8%	-3%	2%	-4%	2%	0%	6%
COc1ccc(CCNC(=O)c2c(C)oc3ncn(CC(C)C)c(=O)c23)cc1OC	nt	?	-5%	nt	9%	-4%	-13%	nt
CCCOc1ccc(N2C(=O)CC(NNC(=O)c3ccc(COc4ccccc4)o3)C2=O)cc1 (stereo not given)	?	-2%	-17%	2%	7%	3%	-11%	3%

Additional compounds follow:
SMILES	ALDH1A1 block	Tau FP inhib	Tau fibril ThT	L3MBTL1 block	TRb-SRC2 inh	TR SRC2 fluor cs	Tau fluor cs	GLA spleen mod
O=C(CCc1nnc(CCCc2ccccc2)o1)NCCN1CCOC1=O	11%	-4%	-8%	-3%	4%	-2%	-2%	-5%
CCOC(=O)Cn1c(=O)c(C#N)cn(C(C)C)c1=O	-13%	-3%	3%	4%	-4%	-4%	1%	-3%
COC(=O)c1sc(S(=O)(=O)NC(C)C(=O)O)c(C(=O)OC)c1C (stereo not given)	8%	5%	0%	12%	2%	1%	2%	8%
CC(=O)c1cc2c(=O)c3cc(C)ccc3oc2nc1C	?	7%	?	4%[11.4 µM]	1%	-2%	0%	7%
O=C1OC(c2ccccc2)=C/C1=C\N1CCOCC1	11µM*	-8%	?	-4%	2%	-3%	-21%	1%
CCSc1ccccc1C(=O)NCCc1ccccc1	5%	-2%	13%	2%	7%	-1%	12%	4%
Cc1ccc(/C=N/Nc2cc(C)nc(NCc3ccccc3)n2)cc1	-2%	?	?	-23%	-2%	4%	?	-5%
Cc1nn(C)cc1-c1csc(N)n1	-7%	-1%	-13%	nt	4%	-2%	-9%	-17%
CCCn1c(N2CCN(CC(=O)NCc3cccs3)CC2)nc2ccccc21	?	-3%	-12%	9%	-7%	-1%	-6%	13%
CC(=O)Nc1ccc(S(=O)(=O)c2ccc(C)cc2)cc1	11%	5%	-3%	-4%	-5%	0%	-5%	3%

From PubChem BioAssay
